Screening data (PubChem)
D1 agonist: Allosteric Agonists of the Human D1 Dopamine Receptor: qHTS; D(1A) dopamine receptor (Homo sapiens), P21728; HEK293 T-REx D1 cells, calcium flux, agonist mode; activation, % at 2 µM; hit rate 1% among 360,000; in the data active = activation above about 30%; note: 0% is about no effect
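Tetracycline-induced HEK293 TREx D1 cells, force-coupled to calcium signalling, were dye-loaded with a no-wash calcium kit. Compound was pin-added after a 10 s baseline. Fluorescence was read kinetically at 1 cycle/s for 180 s, with calcium rises flagged as agonism.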
RXFP1 antagonist: qHTS Assay for Antagonists of the Relaxin Receptor RXFP1. Relaxin receptor 1 (Homo sapiens), Q9HBX9. HEK293-RXFP1, relaxin-stimulated cAMP HTRF, 30 min; hits give low values. activity change, negative = inhibition, % at 57.5 µM. hit rate 0.59% among 350,000;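 active = activity change of -60% or lower, but not beyond a set lower limit; inconclusive = change between -60% and -40%, or beyond the set limit; inactive = change above -40%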; note: % is set by controls: 0 for no effect and ±100 for the full control effect
D1 antagonist: Antagonist of Human D 1 Dopamine Receptor: qHTS. D(1A) dopamine receptor (Homo sapiens), P21728. activity change, negative = inhibition, % at 10 µM. AID 504652, 2011. HEK293 TREx D1 cells, calcium flux, dopamine EC80; hits give low values. hit rate 3.2% among 360,000; in the data active = activity change below about -30%; note: % is set by controls: 0 for no effect and ±100 for the full control effect
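Compound effects on dopamine-evoked calcium signalling were measured in tetracycline-induced HEK293 Trex D1 cells. Dopamine at EC80 followed a 180 s compound pre-read, and fluorescence was tracked kinetically for 180 s more.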
D1 PAM: Potentiators of Human D1 Dopamine Receptor: qHTS. D(1A) dopamine receptor (Homo sapiens), P21728. HEK293 TREx D1 cells, calcium flux, dopamine EC20 potentiation. potentiation, % at 10 µM. hit rate 0.036% among 360,000. AID 504651, 2011; in the data active = potentiation above about 30%; note: 0% is about no effect
Glioma ERSR ind: qHTS for Inducers of the Endoplasmic Reticulum Stress Response (ERSR) in Human Glioma: qHTS | U87-MG GRP78 promoter luciferase reporter, 16 h | hit rate 0.02% among 420,000 | Potency, µM, without a hit: at the top dose activation, usual class: activators | AID 602332, 2012; note: potency is the fitted concentration of half-maximal effect; series mostly up to about 76 µM; % of control where 0% means no effect; nearly all actives have a fitted effect of over 35% in size
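Stably transfected U87-MG glioma cells carrying a GRP78-based luciferase sensor; 16 h compound incubation. Luminescence end-point read 10 min after Bright-Glo addition at room temperature.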
RXFP1 agonist: qHTS Assay for Agonists of the Relaxin Receptor RXFP1; HEK293T-RXFP1 cAMP TR-FRET, 30 min; response scale: percent of porcine relaxin response, buffer zero; hit rate 0.3% among 370,000; Potency, µM (series often up to 57.5 µM), for inactives: top-dose activation, most hits filed as activators; Relaxin receptor 1 (Homo sapiens), Q9HBX9; note: potency is the fitted concentration of half-maximal effect; % is set by controls: 0 for no effect and ±100 for the full control effect; nearly all actives have a fitted effect of over 60% in size; many of its hits are not listed in these tables
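HEK293 cells stably expressing RXFP1, treated 30 min at 37C with compounds plus PDE4 inhibitor Ro 20174; cAMP measured by HTRF TR-FRET. Normalized to buffer and 29 nM porcine relaxin; EC50 by Hill fit.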
D2 potentiator: HTS Assay for Positive Allosteric Modulators of the Human D2 Dopamine Receptor: Primary Screen for Potentiators. hit rate 0.34% among 340,000. HEK293 T-REx D2, calcium flux, EC20 dopamine potentiation. potentiation, % at 10 µM. D(2) dopamine receptor (Homo sapiens), P14416;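 active = potentiation over 3 SD above the plate norm, cut at about 30% in these data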; note: 0% is about no effect
Target sequence (P14416 whole entry, looked up): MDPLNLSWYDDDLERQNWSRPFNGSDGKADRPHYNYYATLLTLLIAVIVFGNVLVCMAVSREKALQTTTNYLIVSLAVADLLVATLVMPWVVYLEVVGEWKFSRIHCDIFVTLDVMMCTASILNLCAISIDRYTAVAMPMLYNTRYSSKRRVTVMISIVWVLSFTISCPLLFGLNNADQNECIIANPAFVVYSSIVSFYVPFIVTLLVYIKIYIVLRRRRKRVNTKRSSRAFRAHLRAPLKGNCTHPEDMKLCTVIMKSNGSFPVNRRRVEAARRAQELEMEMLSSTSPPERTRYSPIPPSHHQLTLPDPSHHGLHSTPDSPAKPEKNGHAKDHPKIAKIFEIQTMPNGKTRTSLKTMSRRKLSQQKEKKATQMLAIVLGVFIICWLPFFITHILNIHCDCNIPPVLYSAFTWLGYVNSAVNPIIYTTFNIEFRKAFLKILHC
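Tetracycline-induced Hek293 Trex D2 cells, force-coupled to calcium, loaded with no-wash calcium dye. Compound added with 180 s kinetic read for agonism, then EC20 dopamine and a further 180 s read for potentiation.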
Vif-A3F inh: qHTS for Inhibitors of Vif-A3F Interactions: qHTS. HeLa A3F-eYFP + Vif (tagged APOBEC3F with the HIV-1 protein that degrades it), YFP fluorescence increase. Potency, µM (titrated, usually from 46.1 µM), for the others: at the top dose activity, negative = active. hit rate 0.2% among 390,000; note: potency is the fitted concentration of half-maximal effect; % of control where 0% means no effect; nearly all actives have a fitted effect of over 65% in size
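Fluorescence increase (Ex 488/Em 500-530) after overnight compound treatment at 37 deg C flags inhibition of Vif-driven A3F-eYFP loss in stable HeLa A3F-eYFP/Vif cells seeded overnight beforehand.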
Vif-A3G inh: qHTS for Inhibitors of Vif-A3G Interactions: qHTS | DNA dC->dU-editing enzyme APOBEC-3G (Homo sapiens), Q9HC16 | HeLa A3G-eYFP + Vif (tagged APOBEC3G with the HIV-1 protein that degrades it), YFP fluorescence, overnight | Potency, µM (doses to about 46.1 µM), for inactives: at the highest dose activity, negative = active, most hits filed as inhibitors | hit rate 0.076% among 410,000 | AID 602310, 2012;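 note: potency is the fitted concentration of half-maximal effect; % is set by controls: 0 for no effect and ±100 for the full control effect; nearly all actives have a fitted effect of over 60% in size; hits raise eYFP signal because A3G escapes Vif-driven loss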
Target sequence (Q9HC16 whole entry, looked up): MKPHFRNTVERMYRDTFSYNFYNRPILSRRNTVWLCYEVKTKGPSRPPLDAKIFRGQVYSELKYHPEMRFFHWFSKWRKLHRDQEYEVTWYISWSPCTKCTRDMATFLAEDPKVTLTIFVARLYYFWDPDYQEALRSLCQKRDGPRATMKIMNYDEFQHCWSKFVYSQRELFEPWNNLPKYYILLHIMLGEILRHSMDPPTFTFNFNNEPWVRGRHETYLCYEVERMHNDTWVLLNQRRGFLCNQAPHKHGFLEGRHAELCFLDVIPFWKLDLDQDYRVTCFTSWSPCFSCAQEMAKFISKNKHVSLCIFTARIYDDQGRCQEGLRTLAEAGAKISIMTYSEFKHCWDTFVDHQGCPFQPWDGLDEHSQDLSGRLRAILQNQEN
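HeLa cells stably expressing Vif and C-terminally eYFP-tagged A3G, seeded overnight at 37 deg C, then exposed to compound by pintool overnight at 37 deg C. Rise in yellow fluorescence (Ex 488/Em 500-530, Acumen) marks blocked Vif-driven A3G degradation.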
Numbers without * were called inactive; u = inconclusive; x = not tested or not shown. Unless noted, calls come from the whole dose curve; as a rule, active = well fitted curve in the direction sought with a large enough effect; inconclusive = small, poorly fitted or top-dose-only effect, or another doubt; inactive = no such curve, though single readings can be large; an effect the other way counts as inactive or inconclusive.

SMILES	D1 agonist	RXFP1 antagonist	D1 antagonist	D1 PAM	Glioma ERSR ind	RXFP1 agonist	D2 potentiator	Vif-A3F inh	Vif-A3G inh
COc1ccc(C2OC(=O)CC2C(=O)NC2CCCC(C)C2C)cc1OC (centres undefined)	0	-6	-1	-4	-2%	-1.9%	4	-7%	-4%
COC(=O)C1=C(C)N(C(C)c2ccccc2)C(=O)C1 (centres undefined)	1	-5	3	-4	-6%	1.1%	5	13%	-1%
COc1ccccc1CNC(=O)CNC(=O)c1cn(-c2ccccc2OC)c(=O)c2ccccc12	3	-18	-7	-6	-5%	1.9%	3	-6%	0%
Cc1ccccc1Cn1cc(S(=O)(=O)CC(=O)Nc2nccs2)c2ccccc21	3	-15	0	2	-1%	1.7%	x	-7%	-7%
CCOc1ccc(NCCC(O)c2ccc(F)cc2)cc1 (centres undefined)	2	1	-6	-12	4%	-7.2%	x	7%	0%
CCOc1cc(/C=C2/C(=N)N3C(=NC2=O)SN=C3S(C)(=O)=O)ccc1OC(=O)c1ccco1	4	8	8	9	-1%	-2.9%	-7	13µM*	-7%
O=C1C=CC(=Nc2ccc3c(c2)C(=O)c2ccccc2-3)O1	x	-18	x	x	9%	x	x	2%	1%
C=C1CCC2C(C)(C)[C@@H](O)CC[C@@]2(C)[C@@H]1COc1ccc2ccc(=O)oc2c1 (some centres undefined)	24	2	11	-4	14%	6.0%	-1	-15%	1%
C#CCOC(=O)c1ccccc1C(=O)n1nnc2ccccc21	3	19	-14	-2	0%	-0.2%	-8	-11%	-13%
O=[N+]([O-])c1cc(C(F)(F)F)cc([N+](=O)[O-])c1NCCNC(=S)Nc1cccc(F)c1	28	4	1	-3	-1%	0.2%	2	-2%	5%
COc1ccccc1CN1CCCC(CN(CCN(C)C)C(=O)c2ccc(C)cc2)C1 (centres undefined)	3	-9	-13	-1	-1%	-1.4%	1	5%	1%
COc1ccc(-c2nn(C)c3sc(C(=O)N4CCN(c5ccccc5F)CC4)cc23)cc1OC	-1	0	2	4	-6%	3.9%	7	3%	-3%
COc1ccccc1CNC(=O)CN1C(=O)NC(Cc2ccccc2)(c2ccccc2)C1=O (centres undefined)	x	0	x	x	-6%	x	x	7%	1%
O=C(NCCCN1CCCC1=O)Nc1ccc(Br)cc1Cl	2	-8	-12	1	0%	0.8%	4	1%	1%
CC(=O)c1ccc(S(=O)(=O)Nc2ccc(-c3ccc(N4CCCCCC4)nn3)cc2)cc1	7	-14	-3	-2	6%	-1.2%	-1	9%	-3%
Cc1cc(NS(=O)(=O)c2ccc(NC(=O)c3cc4cc(Br)ccc4oc3=O)cc2)no1	3	6	-3	1	3%	2.4%	9	-4%	0%
Cc1cc(C)n2nc(C(F)(F)F)c(-c3ccccc3)c2n1	1	-4	0	-10	1%	2.0%	-9	1%	-3%
O=Cc1c(NCCCN2CCCC2=O)c2ccccc2[nH]c1=O	8	-8	12	-3	-4%	0.9%	-4	4%	2%
CCCOC(=O)c1ccc(Oc2coc3c(CN(CC)CC)c(O)ccc3c2=O)cc1	3	-1	4	1	-3%	2.2%	0	-3%	-4%
O=C(Nc1ccccc1)c1ccc(S(=O)(=O)N2CCOCC2)cc1	1	-10	15	-4	-5%	2.9%	-3	4%	-2%
CC(=O)c1cc(C#N)c(N2CC(C)OC(C)C2)nc1C (centres undefined)	2	-1	0	3	-3%	3.7%	2	13%	-1%
COc1cc(OC)cc(N2C(=O)CSCC2=O)c1	2	-3	12	-2	-1%	-1.5%	6	-2%	2%
CCN1CCN(C(=O)C2CCN(S(=O)(=O)c3cccc4cccnc34)CC2)CC1	3	x	-9	-5	-3%	-0.8%	5	-7%	0%
Brc1ccc(CSc2ncnc3nc[nH]c23)cc1	7	x	-5	-4	3%	3.1%	15	4%	-20%
CCn1c(CNC(=O)c2ccccc2F)nnc1SCC(=O)Nc1nncs1	0	-15	-1	-3	-2%	-4.6%	0	2%	2%
O=C1NCCCC1C(=O)NCCN1C(=O)CCC1=O (centres undefined)	1	8	-6	4	1%	2.5%	2	3%	-4%
CC(C)c1ccc(N(C(=O)c2snc(C(N)=O)c2N)C(C(=O)NC2CCCC2)c2ccncc2)cc1 (centres undefined)	5	1	-14	-8	0%	5.4%	13	-13%	-1%
CS(=O)(=O)N(CC(=O)Nc1ccc2c(c1)OCCO2)c1ccc2c(c1)OCO2	2	0	-16	2	0%	1.6%	48*	3%	-14%
CC(C)CCN1CCN(Cc2coc3ccccc3c2=O)CC1CCO (centres undefined)	4	1	-8	0	0%	-0.4%	-9	1%	2%
Cn1nccc1C(=O)N1CCN(c2ccc(F)cc2)CC1	5	-8	3	-2	-6%	0.7%	2	0%	2%
Cc1cccc(C2Nc3ccccc3C(=O)N2c2ccc(F)cc2)n1 (centres undefined)	-1	-7	-1	0	2%	-2.7%	6	-5%	0%
CC(=O)OC(/C(O)=C(\C#N)c1nc2ccccc2[nH]1)c1ccccc1 (centres undefined)	2	2	10	-3	2%	-0.7%	15	-2%	-2%
COC(=O)C(C(=O)Nc1nc2ccccc2s1)C1CCCC1 (centres undefined)	-1	-10	10	-1	-2%	0.2%	1	-9%	-11%
O=C(O)CCn1c(SCc2ccccc2)nc2ccccc21	0	-5	6	-2	3%	-0.6%	-5	-4%	-6%
CCOC(=O)c1csc(COc2ccccc2Cl)n1	0	-11	-12	6	-7%	-0.7%	-3	-2%	-4%
CCCCCN(C(=O)CCC(=O)OCc1ccc(C(C)C)cc1)c1c(N)n(CCCC)c(=O)[nH]c1=O	6	-12	24	0	-8%	0.0%	-5	-7%	-21%
COc1ccc(CCNC(=O)c2c(C)oc3ncn(CC(C)C)c(=O)c23)cc1OC	0	x	3	2	0%	0.0%	7	-3%	-4%
CCOC(=O)c1c(NC(=O)CCC(=O)NCc2ccco2)sc2c1CCCC2	0	-11	40	1	-5%	2.6%	-17	9%	0%
COc1cccc(C2CC(=O)NC(SC)=C2C#N)c1 (centres undefined)	5	x	8	x	-3%	-0.9%	-1	4%	1%
COc1cc(CNCc2ccccn2)ccc1OCc1cccc(Cl)c1	x	8	x	x	2%	0.9%	x	-2%	2%
Cc1ccnc(NC(=O)CCC2CCCCC2)c1	0	-11	10	1	0%	0.5%	6	1%	0%
Cc1cc(C)cc(Nc2cc(C)nc3nc(-c4ccco4)nn23)c1	3	u	-39*	0	-1%	-1.1%	-5	-3%	-10%
Cc1noc2ncnc(NCCc3ccccc3)c12	23	-11	-23	-2	-2%	4.8%	-10	-5%	1%
COc1cc(OC)cc(C(=O)N/N=C/c2ccc(OC)c(COc3ccc(F)cc3)c2)c1	5	-4	-7	-4	-7%	-0.1%	-14	0%	u
Cc1ccccc1NC(=O)c1cc(C(=O)c2cc(Cl)ccc2O)cn(-c2ccccc2C)c1=O	2	-37	-2	-5	-9%	1.3%	11	-12%	0%

Two records picked at random from the list so far, as already listed:
SMILES	D1 agonist	RXFP1 antagonist	D1 antagonist	D1 PAM	Glioma ERSR ind	RXFP1 agonist	D2 potentiator	Vif-A3F inh	Vif-A3G inh
Brc1ccc(CSc2ncnc3nc[nH]c23)cc1	7	x	-5	-4	3%	3.1%	15	4%	-20%
Cc1cc(C)cc(Nc2cc(C)nc3nc(-c4ccco4)nn23)c1	3	u	-39*	0	-1%	-1.1%	-5	-3%	-10%

Remaining list, next part:
SMILES	D1 agonist	RXFP1 antagonist	D1 antagonist	D1 PAM	Glioma ERSR ind	RXFP1 agonist	D2 potentiator	Vif-A3F inh	Vif-A3G inh
CCOc1ccc(C(=O)Nc2ccc(-c3nnc4n3CCCCC4)cc2)cc1OCC	1	x	1	2	-3%	0.6%	-6	5%	0%
Cc1ccc(N2C(=O)c3ccc(C(=O)N4CCN(c5ccc(C)c(C)c5)CC4)cc3C2=O)cc1	2	-16	-8	-8	-4%	-1.2%	8	2%	-4%
Cc1cc(C(=O)COC(=O)CNC(=O)c2ccccc2)c(C)n1CC1CCCO1 (centres undefined)	8	-14	-10	-4	-10%	-2.2%	0	-3%	1%
Nc1ccccc1C(=O)NNc1ncc(C(F)(F)F)cc1Cl	3	12	-2	-4	-3%	1.9%	-2	-3%	0%
O=C1CC2(CCN(C(=O)C(=O)c3c[nH]c4ccccc34)CC2)Oc2ccccc21	6	-1	5	-5	-4%	1.9%	-4	1%	5%
COc1ccc(NC(=O)c2sc3nc4c(cc3c2N)CCCCCC4)cc1OC	-3	-4	10	1	-3%	7.2%	-5	2%	1%
Cc1noc(/C=C/N(C)C)c1S(=O)(=O)N(C)Cc1ccc(F)cc1	14	-6	8	1	-1%	1.7%	-7	1%	3%
C/C(=N\NS(=O)(=O)c1ccc(Br)cc1)c1ccncc1	2	-2	-17	7	7%	0.5%	-7	-2%	0%
CCN(CC)c1ccc(/C=C(\C#N)c2nc(-c3cccs3)c(NC(C)=O)s2)cc1	214*	x	-15	16	x	3.3%	-3	x	x
COc1ccccc1C(=O)NCC(=O)NCCc1ccc(Cl)cc1	0	20	-5	-6	-1%	3.0%	x	8%	0%
CC(C)OCCOc1ccc2oc(-c3ccco3)cc(=O)c2c1	4	-2	8	10	7%	4.1%	15	4%	1%
Cn1cnnc1SCNC(=O)C(F)(F)F	2	-7	18	-11	-4%	2.0%	11	-10%	-1%
O=c1c2[nH]c3ccc(F)cc3c2ncn1CCN1CCN(Cc2ccccc2)CC1	-2	-4	-8	-7	-4%	0.9%	-3	-1%	0%
CCOc1ccccc1-c1noc(CCC(=O)Nc2cccnc2)n1	10	-14	-13	-7	1%	2.0%	22	2%	2%
O=C(CN1CCN(c2ccc(F)cc2)CC1)NC(=O)NCc1ccco1	0	-16	8	-4	-4%	3.9%	4	10%	-2%

Some of the compounds tested (hit frequency here may not be typical).
